PP5 primary: inhibitors of human protein phosphatase 5 (PP5); P53041; purified PP5c, OMFP substrate fluorescence; inhibition, % at 6.7 µM; actives 0.18% (n = 320,000); AID 1987;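 active = inhibition above the campaign's mean inhibition across all tested compounds plus 3 SD, cut at about 9.5% in these data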;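 note: 0% = DMSO only and 100% = 100 µM cantharidin control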
JMJD2C inh: inhibitors of human GASC-1 (JMJD2C) demethylase. Q9H3R0. GST-JMJD2C(1-420) H3K9me3 demethylation, DELFIA europium. inhibition, % at 2.35 µM. actives 0.069% (n = 330,000);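 active = more than half of a compound's replicate wells show inhibition beyond 50%, single wells judged on their own value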;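 note: signal counts dimethyl H3K9 product captured on neutravidin plate; 0% = median of DMSO wells and 100% = 0.3 times that DMSO median; strong numbers were not always called active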
Target sequence (Q9H3R0 1-420 limits assumed): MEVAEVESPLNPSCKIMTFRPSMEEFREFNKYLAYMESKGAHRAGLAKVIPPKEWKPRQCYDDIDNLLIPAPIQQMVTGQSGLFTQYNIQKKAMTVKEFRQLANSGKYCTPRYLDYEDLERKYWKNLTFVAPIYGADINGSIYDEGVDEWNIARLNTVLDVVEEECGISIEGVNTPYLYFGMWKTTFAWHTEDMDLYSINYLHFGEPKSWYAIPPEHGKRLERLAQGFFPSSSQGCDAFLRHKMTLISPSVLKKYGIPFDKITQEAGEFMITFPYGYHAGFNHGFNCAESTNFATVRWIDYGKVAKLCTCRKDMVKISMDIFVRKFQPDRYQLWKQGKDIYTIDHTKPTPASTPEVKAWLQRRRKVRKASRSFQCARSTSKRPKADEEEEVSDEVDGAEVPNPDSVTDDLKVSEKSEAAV
ZTA counter: ZTA (EBV) inhibition in EBNA-1 counter-screen; actives 0.15% (n = 320,000); P03206; ZTA-DNA binding, fluorescence polarization; AID 2234; inhibition, % at 11 µM; in the data active = inhibition above about 33%
Target sequence (P03206 whole entry, looked up): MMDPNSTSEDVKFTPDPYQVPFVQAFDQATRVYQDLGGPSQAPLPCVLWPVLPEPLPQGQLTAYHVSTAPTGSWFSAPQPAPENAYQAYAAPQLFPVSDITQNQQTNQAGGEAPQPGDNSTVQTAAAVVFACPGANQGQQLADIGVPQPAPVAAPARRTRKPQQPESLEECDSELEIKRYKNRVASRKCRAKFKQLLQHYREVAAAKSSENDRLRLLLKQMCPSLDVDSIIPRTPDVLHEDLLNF
PP1 inh: PP1-alpha (human) inhibition in PP5 counter-screen | P62136 | purified PP1alpha, OMFP fluorescence | inhibition, % at 6.7 µM | actives 0.9% (n = 320,000) | AID 2235;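 active = inhibition above the mean inhibition of all tested compounds plus 3 SD, computed separately for each screening campaign, cut at about 15% in these data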
Target sequence (P62136 whole entry, looked up): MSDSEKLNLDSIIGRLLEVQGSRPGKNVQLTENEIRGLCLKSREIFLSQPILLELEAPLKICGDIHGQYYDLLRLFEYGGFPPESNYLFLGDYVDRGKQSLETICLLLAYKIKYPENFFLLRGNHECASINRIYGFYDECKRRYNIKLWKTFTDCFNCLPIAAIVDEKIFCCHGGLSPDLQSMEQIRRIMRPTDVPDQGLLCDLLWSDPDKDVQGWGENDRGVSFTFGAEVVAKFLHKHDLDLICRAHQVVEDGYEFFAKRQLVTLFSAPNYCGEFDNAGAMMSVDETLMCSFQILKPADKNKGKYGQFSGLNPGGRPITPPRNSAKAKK
core dimer inh: blocks dimerization of HCV core protein; TR-FRET GST/Flag-core106 dimerization, 1536-well; inhibition, % at 5 µM; AID 1899; actives 0.33% (n = 300,000);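 active = inhibition above the mean of all tested compounds plus 3 SD, set per screening campaign, cut at about 45% in these data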
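System: GST/Flag-tagged HCV core106 proteins. Incubation: compound-protein-antibody incubation 4 h at 22.5 °C. Technique: HTRF with 340 nm excitation, 617/671 nm emission. Medium: KF-containing HEPES buffer, pH 7.45, DTT, CHAPS, BSA. Read-out: inhibition (%) from 671 over 617 nm ratio. Also added: Eu(K)-anti-GST 90 ng/mL plus XL665-anti-Flag 1 µg/mL.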
TPT1 inh: inhibitors of Candida albicans tRNA 2'-phosphotransferase TPT1; inhibition, % at 5 µM; recombinant caTPT1, FP RNA substrate dephosphorylation; actives 0.81% (n = 300,000);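 active = inhibition above the mean of all tested compounds plus 3 SD, set per screening campaign, cut at about 24% in these data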;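 note: plate controls were DMSO alone for no effect and ferristatin control at 100 nM for full effect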
Yeast superoxide: caloric restriction mimetics inhibiting age-related superoxide in yeast. superoxide response (% of plate mean), % at 10 µM. actives 0.18% (n = 330,000). S. cerevisiae aged cells, superoxide DHE fluorescence; active compounds read low;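 active = superoxide response under a set limit, about three screen SD below normal, cut at about 65% in these data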;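 note: yeast aged for seven days with compound at 30 °C before DHE staining; 100% = average MFI of all compound-treated wells on the plate with controls excluded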
Fh CTSL1 inh: blocks F. hepatica cathepsin L1 in PFM18AAP counter-screen; recombinant F. hepatica cathepsin L1, Z-Leu-Arg-MCA fluorescence; inhibition, % at 5.96 µM; actives 0.49% (n = 300,000);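 active = inhibition above the mean of all tested compounds plus 3 SD, set per screening campaign, cut at about 17% in these data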;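 note: 0% = plate median of test compound wells and 100% = 1 µM Z-Phe-Ala-diazomethylketone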
EBNA-1 inhibitor: blocks EBNA-1 binding to DNA | AID 1950 | EBNA-1 DNA binding, fluorescence polarization | actives 0.34% (n = 300,000) | inhibition, % at 14.8 µM; in the data active = inhibition above about 28%
* marks the source's active call; other numbers are inactive results; . = not tested or not shown.

SMILES | PP5 primary | JMJD2C inh | ZTA counter | PP1 inh | core dimer inh | TPT1 inh | Yeast superoxide | Fh CTSL1 inh | EBNA-1 inhibitor
COC(=O)c1ccc(CN2CCN(CC=C(C)C)C(CCO)C2)cc1 (configuration not stated) | 1.0 | -14 | 3 | -3 | -7 | -5 | 88 | -2 | 14
COc1ccccc1NC(=S)N(Cc1ccc(Cl)cc1)CC1CCC(C(=O)O)CC1 (configuration not stated) | 0.8 | -5 | -4 | 8 | 2 | 0 | 100 | 0 | -9
C#CCn1c(=NC(=O)c2sc3ccccc3c2Cl)sc2cc(S(N)(=O)=O)ccc21 | -0.2 | -19 | 4 | 28* | 66* | 4 | 94 | 1 | 35*
CC(=O)N1CCc2cc(S(=O)(=O)NCCC(=O)NC3CCCc4ccccc43)ccc21 (configuration not stated) | -2.0 | -3 | -17 | 8 | -6 | 0 | 89 | -4 | -13
Cc1ccc(N2C(=O)/C(=C/c3ccco3)SC2=S)cc1 | 3.9 | 3 | -6 | 2 | 15 | 3 | 100 | 2 | 10
CCC(=O)NC(c1cc(Cl)c2ccccc2c1O)C(C)C (configuration not stated) | 0.9 | 4 | -6 | -1 | . | . | 85 | . | .
Cc1occc1C(=O)NNC(=O)C1CCCC1 | 0.3 | -4 | 2 | 0 | -2 | 3 | 95 | -1 | -11
CCN1CCCC1CNC(=O)Cn1cc2c(n1)CCC(C)C2 (configuration not stated) | 3.3 | -4 | 10 | -4 | -2 | 2 | 101 | -4 | 8
Cc1ccc(Nc2nc3ccccc3s2)cc1 | 1.5 | 4 | 6 | 0 | 5 | -1 | 99 | 0 | -2
CCOC(=O)C1(CCCc2ccccc2)CCN(CCCn2cccn2)CC1 | -2.3 | 2 | -7 | -2 | -3 | 0 | 88 | 0 | 0
CCOc1cc(N2CCOCC2)c(OCC)cc1NC(=O)C1CCCC1 | 2.1 | -5 | 7 | 4 | 2 | 0 | 111 | -3 | -4
O=C(NCCCN1CCCC1=O)c1cccnc1 | 2.6 | -21 | 1 | 1 | -1 | 11 | 95 | 2 | 4
Cc1ccccc1C(=O)NNC(=S)NC(=O)c1ccccc1 | -0.9 | -6 | -3 | -1 | -2 | -1 | 159 | 0 | -15
O=C(c1ccc(S(=O)(=O)N2CCOCC2)cc1)N1CCN(c2cccc(Cl)c2)CC1 | 0.0 | -8 | -7 | -2 | 2 | 0 | 89 | -2 | 9
O=C(NC(=S)N1CCN(c2ccccc2)CC1)c1ccc(S(=O)(=O)N2CCOCC2)cc1 | 4.4 | 8 | 1 | -15 | -2 | 6 | 108 | -3 | -4
S=c1[nH]nc(Cc2ccccc2)n1-c1ccccc1 | 2.1 | -31 | -8 | -6 | 2 | 0 | 105 | 0 | 3
COc1ccc(CN2CC(C(=O)NCCc3ccc(C)cc3)CC2=O)cc1 (configuration not stated) | -2.0 | 20 | 6 | -3 | 0 | -2 | 90 | -3 | 6
CN1CCN(C(=O)c2ccc(CSc3ccc(Cl)cc3)cc2)CC1 | 3.5 | 0 | 1 | 0 | -3 | -1 | 101 | 0 | 5
CCCN(/C=N/c1sc2c(c1C#N)CCCCC2)CCC | 0.1 | -8 | -21 | -3 | 1 | 1 | 104 | 0 | -5
CCOC(=O)N1CCN(C(=O)C2CCC(=O)N(CCc3ccccc3)C2)CC1 (configuration not stated) | 1.4 | -8 | -17 | -5 | -3 | -2 | 92 | -2 | 9
Cc1cccc(OCC(=O)NNC(=O)c2ccc3nc[nH]c3c2)c1 | 1.5 | 0 | 0 | -4 | . | . | 82 | . | .
COCCn1c(C)cc2c(c1=O)C(c1ccccc1F)C(C#N)=C(N)O2 (configuration not stated) | -2.6 | -8 | -2 | -6 | -2 | 1 | 112 | -1 | 10
Cc1cc2nc(C)n(CCCNC(=O)Nc3cccc4ccccc34)c2cc1C | 3.2 | -8 | -11 | 1 | 0 | -2 | 101 | -5 | -11
CCOc1ccc(C(=O)Nc2ccccc2N2CCCC2)cc1 | 1.4 | 5 | 6 | 2 | 7 | -1 | 111 | 1 | 13
COc1cccc(NC(=O)COc2cc(O)c3c(c2)OC(C)(C)CC3=O)c1 | 3.2 | -4 | -5 | -3 | 11 | -6 | 91 | 3 | 5
O=C(COc1ncnc2cc([N+](=O)[O-])ccc12)NC1CCCCC1 | -0.4 | -6 | -7 | -2 | 2 | 2 | 105 | 2 | 3
Cc1ccccc1NC(=O)CSCc1nc(N)nc(Nc2ccccc2C)n1 | -0.8 | 1 | 8 | -5 | 11 | 1 | 111 | 2 | -4
COC(CNC(=O)c1c[nH]c2ccc(S(=O)(=O)N3CCC4(CC3)OCCO4)cc2c1=O)OC | -1.4 | 14 | -2 | 1 | 0 | -4 | 96 | 4 | 3
Cc1ccc(/C=C/C(=O)N2CC(C)CC(C)C2)o1 (configuration not stated) | 1.4 | -8 | -7 | 1 | 12 | -2 | 90 | -1 | 1
CC(=O)Nc1ccc(C(=O)COC(=O)C2CC3CCCC(C2)C3=O)cc1 (configuration not stated) | 0.6 | 2 | -11 | -5 | 7 | 4 | 114 | -6 | -5
O=C(Nc1ccc(Cl)cc1)c1csc(Cc2ccccc2)n1 | 0.9 | 83 | 7 | 3 | 3 | -2 | 102 | -3 | 5
CCN(c1ccc(F)cc1)S(=O)(=O)c1ccc2[nH]cc(C(=O)NCCCN3CCOCC3)c(=O)c2c1 | -0.1 | 14 | -2 | -1 | 2 | -1 | 105 | -5 | 1
COc1ccccc1[C@@H]1C(c2cccc(Cl)c2)=NN(c2ccc(Br)cc2)[C@H]1C(=O)N1CCOC1=O | 1.2 | 4 | 2 | -2 | -8 | 2 | 104 | 0 | -7
COc1cc(CN2CCCC(N3CCN(c4ccc(F)cc4)CC3)C2)ccc1F (configuration not stated) | 2.6 | 3 | 6 | 1 | -4 | 2 | 84 | -6 | 3
Cc1ccc(NC(=O)C(NC2CCCc3ccccc32)c2ccccc2)cc1Cl (configuration not stated) | 0.9 | -5 | -13 | 0 | 3 | -1 | 104 | 4 | 2
CCn1c2ccccc2c2cc(/C=N/NC(=O)c3ccccc3)ccc21 | 1.6 | 110 | 0 | 0 | 33 | -1 | 98 | 3 | -4
O=C(C[n+]1cn(C(F)F)c2ccccc21)c1ccc(Br)cc1 | 2.0 | -14 | -3 | -5 | 7 | -17 | 104 | 2 | -2
O=C(c1ccc(CS(=O)c2cccc(Cl)c2)o1)N1CCN(c2ccccn2)CC1 (configuration not stated) | 0.0 | 8 | 4 | -1 | -1 | 1 | 101 | -2 | 1
CCS(=O)(=O)c1ccc(-c2cccc(NC(=O)c3ccco3)c2)nn1 | 1.0 | -6 | -1 | -1 | 4 | -2 | 100 | 1 | -1
Cc1cc(Cl)ccc1Oc1nc(-c2ccc(F)cc2)ccc1C#N | -0.8 | 2 | 1 | -6 | 3 | 0 | 98 | -2 | 2
CCn1c(C)cc2c(c1=O)C(c1ccncc1)C(C#N)=C(N)O2 (configuration not stated) | 2.8 | 24 | -9 | -3 | 0 | 1 | 118 | -2 | -21
CSC(SC)=C(C(C)=O)C(=O)c1ccc(C)cc1 | 2.5 | -3 | -14 | -2 | -11 | -4 | 93 | 3 | -5
S=C(NCc1ccco1)N1CCN(c2ccccc2Cl)CC1 | 4.1 | -7 | 5 | 1 | -2 | 1 | 73 | 3 | 9
CCOC(=O)C1CCCN(CCSc2ccc(C)cc2)C1 (configuration not stated) | 1.1 | 26 | 3 | 0 | 2 | -1 | 96 | -6 | -8
CCc1ccccc1NC(=O)CCNS(=O)(=O)c1cc(Br)cnc1N | 1.7 | -1 | 3 | -3 | 9 | 0 | 104 | 3 | 4
Cc1ccc(NC(=O)c2ccc(S(=O)(=O)N3CCCCC3)cc2)cc1 | 2.4 | -5 | -8 | -2 | 2 | -3 | 99 | -2 | 0
O=C(C1CCCN(CCCc2ccccc2)C1)N1CCCCCC1 (configuration not stated) | 3.9 | -8 | 10 | 3 | -3 | -1 | 97 | -1 | 7
Cc1noc(C(=O)NCc2ccco2)c1Cl | 0.3 | 14 | -2 | 0 | -1 | 0 | 98 | -4 | -7
O=C(Nc1cccc2c1CCCC2)c1ccc(Cl)c([N+](=O)[O-])c1 | 4.7 | 2 | -3 | 1 | 0 | 1 | 104 | 2 | -3
O=C(Cc1ccccc1)Nc1nnc(SCC(=O)NC2CCCC2)s1 | 1.5 | 12 | -15 | -2 | -3 | -4 | 92 | 4 | 3
CCOC(=O)CCN | -1.1 | 24 | 5 | -3 | 12 | -2 | 104 | -2 | 10
O=C(NCc1ccc2c(c1)OCO2)c1cccnc1Cl | -0.9 | 16 | 11 | -3 | 1 | 1 | 99 | 2 | -1
CCC1CCCCN1C(=O)COc1cccc2c1CCN(C)C2=O (configuration not stated) | -1.6 | -12 | -4 | -2 | -2 | 1 | 77 | 7 | -2
CCCN1C(=O)/C(=C/C=C2\N(CC)c3ccccc3C2(C)C)SC1=S | 2.2 | -4 | -10 | -5 | 2 | 178* | 106 | 2 | -7
Cc1ccccc1CCNC(=O)Cn1ccc2cc(S(=O)(=O)N3CCCC3)ccc21 | 0.0 | -3 | -14 | -7 | 1 | 0 | 85 | 0 | 9
COc1cc2cccc(OC)c(=O)c2c(O)c1OC | -1.8 | 17 | -3 | 0 | -24 | -1 | 108 | 8 | -3
Cc1sc2ncnc(OCC(=O)N3CC(=O)Nc4ccccc43)c2c1C | -0.3 | . | 9 | 2 | 0 | -2 | 92 | 6 | 9
CC(=O)c1sc(NC(=O)c2ccc3c(c2)OCO3)nc1C | 2.5 | 2 | 12 | -1 | 7 | 5 | 87 | 5 | -5
COc1cccc(NC(=O)Nc2nnc(CC(=O)Nc3ccccc3)s2)c1 | 3.2 | 8 | -7 | 11 | -1 | 2 | 112 | -3 | -1
N=c1oc2ccccc2cc1C(=O)NCc1ccccc1 | 3.4 | 15 | 19 | -3 | 6 | 3 | 95 | 0 | -1

Arranged by formula weight (highest first): 3 of the compounds above
SMILES | PP5 primary | JMJD2C inh | ZTA counter | PP1 inh | core dimer inh | TPT1 inh | Yeast superoxide | Fh CTSL1 inh | EBNA-1 inhibitor
Cc1sc2ncnc(OCC(=O)N3CC(=O)Nc4ccccc43)c2c1C | -0.3 | . | 9 | 2 | 0 | -2 | 92 | 6 | 9
CCC1CCCCN1C(=O)COc1cccc2c1CCN(C)C2=O (configuration not stated) | -1.6 | -12 | -4 | -2 | -2 | 1 | 77 | 7 | -2
CC(=O)c1sc(NC(=O)c2ccc3c(c2)OCO3)nc1C | 2.5 | 2 | 12 | -1 | 7 | 5 | 87 | 5 | -5

Going on with the list:
SMILES | PP5 primary | JMJD2C inh | ZTA counter | PP1 inh | core dimer inh | TPT1 inh | Yeast superoxide | Fh CTSL1 inh | EBNA-1 inhibitor
Cc1cnc(C(=O)OCC(=O)c2ccc(-c3ccccc3)cc2)cn1 | -2.1 | -5 | 13 | -3 | 11 | -2 | 94 | -8 | -2
Cc1cc(C)cc(OCC(=O)Nc2cccc(-c3nc4ncccc4o3)c2)c1 | 1.2 | -12 | 13 | 3 | 4 | 1 | 98 | 5 | 4
CCCn1c(SCC(=O)NCc2ccco2)nnc1C(C)C | 1.6 | 32 | 2 | -2 | -8 | -3 | 97 | -2 | 2
Cc1ccc(OC(C)C(=O)N2CCCc3ccccc32)cc1 (configuration not stated) | -2.1 | 8 | 17 | 2 | 3 | -2 | 91 | 5 | 6
CCOC(=O)c1ccccc1NC(=O)COC(=O)CCC(=O)c1ccccc1 | 2.6 | 3 | -1 | -1 | 3 | -1 | 105 | -55 | -2
CC(=O)N1CCc2cc(S(=O)(=O)Nc3ccc(C)cc3)ccc21 | -2.2 | -21 | 2 | -2 | 1 | -9 | 94 | 1 | 3

High-throughput results: PubChem BioAssay, several laboratories

Compounds as they come; any-hit rate near 3.1%.
